N-glyco inh – blocks N-linked glycosylation in D54 reporter cells; actives 0.23% (n = 360,000); D54 ERlucT glycosylation luciferase reporter, 24 h; percent of 100 nM tunicamycin response; reporter increase, % at 12.5 µM;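 active = mean luciferase reporter signal, scaled so untreated is 0 and the glycosylation-blocking control 100, at or above a set limit in every replicate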;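 note: luciferase carries N-glycosylation sites so blocking glycosylation raises the light; 0% = median of neutral control wells and 100% = median of 100 nM tunicamycin wells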
Vif imaging – blocks HIV Vif function; HEK293T cells, Vif self-association by quenched fluorescence, imaging, 24 h; inhibition, % at 7.49 µM; actives 0.35% (n = 340,000); AID 602346; in the data active = inhibition above about 50%, passing the limit was not always enough; note: some results filed as inactive read as strong as hits
Exocytosis inh – blocks lytic granule exocytosis; TALL-104 LAMP-1 surface exposure, flow cytometry; cells stimulated with thapsigargin and PMA; inhibition, % at 10 µM; actives 0.66% (n = 360,000);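 active = inhibition above about 55%, limit read from the data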
MC4R antagonist – human MC4R antagonism in cAMP assay. MC4R-expressing cells, MTII-stimulated cAMP, LANCE TR-FRET. AID 540295. actives 0.48% (n = 360,000). inhibition, % at 6.5 µM;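 active = inhibition above its plate's cutoff, the mean of tested wells on that plate plus 3 SD, cut at about 29% in these data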;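 note: 0% = Melanotan II alone and 100% = Melanotan II plus saturating MCL0020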
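Assay system: U2OS-MC4R stable cell line; Also added: Melanotan II; Technique: Eu-cAMP/anti-cAMP TR-FRET, emission 671 nm; Times: 30-min compound, 1-h challenge, 1-h detection, room temperature.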
TLR9-MyD88 inh – TLR9-MyD88 interaction inhibition; Q9NR96+Q99836; CHO BLA complementation TLR9-MyD88, CCF4 FRET ratio; inhibition, % at 4.98 µM; actives 0.21% (n = 340,000);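 active = inhibition above the mean over all tested compounds plus 3 SD, cut at about 21% in these data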;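 note: 0% = DMSO only wells and 100% = clavulanate BLA inhibitor control wells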
Target sequence (Q99836 whole entry, looked up): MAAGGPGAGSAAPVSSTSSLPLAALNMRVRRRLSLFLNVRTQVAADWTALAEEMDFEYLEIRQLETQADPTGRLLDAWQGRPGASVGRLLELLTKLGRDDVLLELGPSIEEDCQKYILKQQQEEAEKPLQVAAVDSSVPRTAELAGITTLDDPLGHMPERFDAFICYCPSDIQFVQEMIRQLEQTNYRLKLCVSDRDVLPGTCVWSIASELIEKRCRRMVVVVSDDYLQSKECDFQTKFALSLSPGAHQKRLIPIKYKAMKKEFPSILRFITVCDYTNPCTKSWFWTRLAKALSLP
Target sequence (Q9NR96 whole entry, looked up): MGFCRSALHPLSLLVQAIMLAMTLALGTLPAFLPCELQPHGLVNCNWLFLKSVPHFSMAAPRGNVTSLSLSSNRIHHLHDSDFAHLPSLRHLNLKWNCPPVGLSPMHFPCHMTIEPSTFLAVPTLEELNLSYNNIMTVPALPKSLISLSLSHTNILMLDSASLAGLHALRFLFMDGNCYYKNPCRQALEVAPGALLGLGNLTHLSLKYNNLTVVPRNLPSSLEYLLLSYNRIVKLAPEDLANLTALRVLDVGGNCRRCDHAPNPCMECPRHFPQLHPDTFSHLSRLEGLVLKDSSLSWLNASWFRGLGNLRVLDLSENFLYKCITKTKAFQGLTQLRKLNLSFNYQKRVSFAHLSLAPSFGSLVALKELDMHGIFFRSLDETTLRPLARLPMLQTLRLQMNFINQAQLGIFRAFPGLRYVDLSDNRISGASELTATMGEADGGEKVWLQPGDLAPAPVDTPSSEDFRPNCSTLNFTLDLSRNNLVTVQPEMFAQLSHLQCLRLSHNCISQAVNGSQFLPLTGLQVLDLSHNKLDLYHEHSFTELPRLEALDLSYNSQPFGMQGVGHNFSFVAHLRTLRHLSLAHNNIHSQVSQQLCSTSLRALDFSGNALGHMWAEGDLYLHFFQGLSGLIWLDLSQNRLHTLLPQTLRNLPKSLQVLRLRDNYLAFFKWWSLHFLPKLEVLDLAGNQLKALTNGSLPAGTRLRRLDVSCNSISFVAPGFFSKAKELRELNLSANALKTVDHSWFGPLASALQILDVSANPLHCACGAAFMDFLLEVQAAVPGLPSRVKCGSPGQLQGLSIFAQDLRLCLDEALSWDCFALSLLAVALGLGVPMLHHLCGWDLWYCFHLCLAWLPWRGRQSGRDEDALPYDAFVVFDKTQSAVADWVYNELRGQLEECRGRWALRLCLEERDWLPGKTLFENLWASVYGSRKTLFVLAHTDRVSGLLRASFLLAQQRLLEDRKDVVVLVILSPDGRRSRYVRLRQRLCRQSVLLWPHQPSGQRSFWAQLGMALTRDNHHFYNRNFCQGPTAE
NOD2 RIPK2 PPI – inhibitors of human NOD2-RIPK2 interaction; CHO BLA complementation NOD2-RIPK2, CCF4 ratio; inhibition, % at 4.98 µM; actives 0.38% (n = 360,000); in the data active = inhibition above about 21%;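 note: 0% = vehicle only and 100% = reference blocker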
ABHD5 PLIN5 PPI – blocks binding of human ABHD5 to perilipin-5; Q00G26+Q8WTS1; Split G. princeps luciferase complementation, luminescence, 4 h; inhibition, % at 4 µM; actives 0.78% (n = 360,000); AID 602281;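 active = inhibition above the mean inhibition across every tested compound plus 3 SD, cut at about 22% in these data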;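 note: 0% = DMSO only wells and the 100% control is not disclosed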
aDG glyco up – alpha-DG glycosylation activation. actives 0.22% (n = 360,000). Pro5-aDG cells, alpha-DG glycosylation AlphaScreen (IIH6); 0% Pro5, 100% B10-LARGE cell signal. activation, % at 10 µM;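 active = activation of at least 8% versus controls, or a plate z-score of at least 8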;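 note: Pro5 are CHO cells carrying HIG-tagged alpha-DG that lacks glycosylation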
MC4R barr agon – activates human MC4R beta-arrestin recruitment. P32245. U2OS MC4R beta-arrestin complementation, luminescence; percent of melanotan II response, DMSO zero. activation, % at 8.9 µM. actives 0.98% (n = 360,000). AID 540308;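 active = activation above a per-plate cutoff, the mean activation of sample wells on that plate plus 3 SD, cut at about 8% in these data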
ABCB6 inh MLPCN – inhibitors of human ABC transporter ABCB6. Q9NP58. K562-ABCB6 porphyrin accumulation, flow cytometry, 1 h; hits give low values. fluorescence ratio to DMSO, % at 10 µM. actives 0.19% (n = 360,000). AID 602162;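 active = fluorescence ratio to DMSO below 75%, the collection mean minus 3 SD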;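 note: signal is porphyrin accumulated inside mitochondria; 100% equals median channel fluorescence of DMSO control wells; lower ratio means ABCB6 inhibition with less porphyrin fluorescence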
* marks the source's active call; other numbers are inactive results; x = not tested or not shown. This is a subset; the hit share may differ from the screen's.

Sample of the layout:
molecule	N-glyco inh	Vif imaging	Exocytosis inh	MC4R antagonist	TLR9-MyD88 inh	NOD2 RIPK2 PPI	ABHD5 PLIN5 PPI	aDG glyco up	MC4R barr agon	ABCB6 inh MLPCN
O=C(Nc1cccc(S(=O)(=O)NC2=NCCC2)c1)c1ccccc1	0	-1	1	-4	-13	-13	9	-0.1	0.3	99
Cn1ncn2c(=O)c3c(nc12)-c1ccccc1CC31CCCC1	4	-2	-2	9	0	2	-5	-0.1	-0.8	96
CC(C)(C)N(Cc1cc2ccccc2[nH]c1=O)C(=O)c1ccco1	0	-4	2	10	10	-9	5	0.0	-1.6	103

The whole of this part, previewed entries included:
molecule	N-glyco inh	Vif imaging	Exocytosis inh	MC4R antagonist	TLR9-MyD88 inh	NOD2 RIPK2 PPI	ABHD5 PLIN5 PPI	aDG glyco up	MC4R barr agon	ABCB6 inh MLPCN
O=C(Nc1cccc(S(=O)(=O)NC2=NCCC2)c1)c1ccccc1	0	-1	1	-4	-13	-13	9	-0.1	0.3	99
Cn1ncn2c(=O)c3c(nc12)-c1ccccc1CC31CCCC1	4	-2	-2	9	0	2	-5	-0.1	-0.8	96
CC(C)(C)N(Cc1cc2ccccc2[nH]c1=O)C(=O)c1ccco1	0	-4	2	10	10	-9	5	0.0	-1.6	103
COc1cccc(NC(=O)Nc2ccc(Br)cn2)c1	0	3	4	-4	2	-4	-9	0.1	2.4	103
CN(C)CC/C=C1/c2ccc(F)cc2Sc2ccc(Cl)cc21	-5	-3	11	-2	x	13	12	0.3	6.2	105
CCCCNc1c(-c2cccc(OC)c2)nc2nc(C)cc(C)n12	x	x	-3	x	x	-4	-7	-0.3	x	123
Nc1nc(CN2CCN(c3ccccc3)CC2)nc(Nc2ccc(Cl)cc2)n1	4	-12	10	2	-5	8	10	2.5	4.3	89
Cc1cccc(C(=O)NCCCNC(=O)c2ccccn2)c1	-1	-5	-7	-7	1	-3	1	0.0	0.3	94
COc1ccc(CNC(=O)COC(=O)CN2C(=O)COc3ccccc32)cc1	5	-4	3	14	1	-4	15	0.2	-4.8	104
COc1ccc(CN2CCN(Cc3nc4ccccc4s3)CC2CCO)c(C)c1C (configuration not stated)	-2	4	50	11	-6	-1	7	2.0	0.2	97
COc1ccccc1NC(=O)CSc1nnc(CNC(=O)c2ccco2)n1C	0	3	-2	2	1	-95	1	0.0	0.5	97
COc1cccc(/C=N/NC(=O)c2nnn(-c3nonc3N)c2-c2cccs2)c1	1	4	-2	-5	-9	0	-2	-0.3	-2.4	99
CC(=O)c1cc(CN2CCC(n3nccc3NC(=O)c3ccccc3)CC2)cs1	x	x	1	2	1	8	-3	-0.1	-1.4	104
S=C(NNC(=S)NC1CC2CCC1C2)NC1CC2C=CC1C2 (configuration not stated)	2	-8	-6	8	x	-4	-5	0.0	-0.3	97
O=C(Nc1cc(S(=O)(=O)Nc2ccccc2F)ccc1Cl)c1ccc(F)cc1F	0	-4	13	2	-2	1	2	0.2	0.9	97
CN(C(=O)COC(=O)C1=COCCO1)c1c(N)n(Cc2ccccc2)c(=O)[nH]c1=O	0	-11	0	12	3	2	4	-0.1	-2.3	101
O=C(Nc1c(-c2ccc3c(c2)OCO3)[nH][nH]c1=O)c1ccccc1	2	-7	-4	x	x	-11	-4	-0.3	x	100
CC1CCN(CCNC(=O)C2CCCN(S(=O)(=O)c3cccc4nonc34)C2)CC1 (configuration not stated)	3	5	1	6	-9	-8	-6	0.1	-0.5	109
O=C(CC1C(=O)NCCN1Cc1cccc(Oc2ccccc2)c1)NCCc1cnccn1 (configuration not stated)	-1	-4	21	-4	5	-4	11	-0.2	-0.7	98
CCN(CC)CCC12CC(C)OC1=Nc1ccccc1NC2=O (configuration not stated)	3	x	0	x	x	-9	15	0.0	x	106
COc1cc(C=C2C(=O)c3ccccc3C2=O)cc(OC)c1OC	1	0	-2	6	-4	-8	8	0.7	-0.9	105
COc1cc(NC(=O)c2ccc3c(c2)OCO3)ccc1NC(=O)C(C)C	1	3	-1	-1	0	4	-5	0.1	-1.1	89
CCOc1cc(/C=N/NC(=O)c2ccccn2)ccc1OC(=O)c1ccc(F)cc1	x	x	-2	6	1	6	0	-0.1	-4.6	102
Cc1cc(C)c(S(=O)(=O)N(CC(=O)O)CC(=O)O)c(C)c1	1	-10	18	-1	0	-6	-2	-0.3	-1.5	102
Fc1ccccc1Oc1nc(-c2ccncc2)nc2ccccc12	-6	-2	28	-1	10	-1	0	0.1	-0.5	102
Cc1ccc(C(=O)CN(CCC(=O)O)C(=O)c2ccncc2)cc1	2	11	-4	1	-3	-11	6	0.0	-1.9	96
CN1CCN(NC(=O)C2CC2)CC1	2	-2	3	18	3	-11	-2	-0.2	2.1	95
O=S(=O)(c1ccccc1)c1nc(-c2ccccc2)oc1NCc1cccnc1	-1	11	5	7	-9	4	11	-0.3	1.5	96
CCOC(=O)C1(CCCc2ccccc2)CCN(C(=O)Cc2nonc2C)CC1	-2	1	1	-2	6	-3	-1	0.4	-4.0	92
O=C(NCc1ccccc1)c1ccc2c(c1)OCCO2	2	9	0	-5	4	3	-2	-0.1	-0.7	99
O=C(COc1cccnc1[N+](=O)[O-])N1CCc2ccccc2C1	1	-31	-1	-4	1	-6	-5	-0.3	-3.4	92
CC(C)CNC(=O)C1(C)CCCN1C(=O)c1cccnc1 (configuration not stated)	0	x	8	8	x	5	0	0.0	-0.9	100
COc1ccc(C(C)(O)c2nc(-c3ccc(Cl)cc3)cs2)cc1 (configuration not stated)	9	13	0	3	x	-5	-3	-0.1	2.9	99
CSCC[C@@H](C(=O)Nc1ccc2c(c1)OCCO2)N1Cc2ccccc2C1=O	-2	x	-7	3	-13	0	0	-0.1	2.4	102
COc1ccc(C(CNC(=O)c2cc(S(=O)(=O)N3CCCC3)ccc2Cl)N2CCCC2)cc1 (configuration not stated)	-2	-9	1	3	6	-11	1	-0.2	0.2	93
O=C(COc1ccc(-n2cnnn2)cc1)NC1CCCCC1	-1	-2	1	14	-4	7	0	-0.1	0.9	101
CCc1c(C)nc2c(-c3ccccc3)c(-c3ccccc3)[nH]n2c1=O	5	-10	-30	9	0	6	5	-0.1	0.5	93
CC1=C(C(=O)OCc2ccccc2)C(c2cccnc2)n2ncnc2N1 (configuration not stated)	3	0	-2	-3	-49	4	-2	-0.1	0.2	95
CC(C)Oc1ccc(Cc2c(O)nc(NCCCN(C)C)[nH]c2=O)cc1	3	1	-1	6	-11	-10	0	0.0	-2.9	103
CC(=O)c1cccc(-c2ccnc3c2CC(C(=O)Nc2cccc(C(F)(F)F)c2)O3)c1 (configuration not stated)	0	-23	10	-7	x	18	-2	0.4	1.3	97
C/C(O)=C(/N=O)C(=O)Nc1ccccc1	0	2	1	7	-4	-3	2	-0.2	0.0	98
COc1ccc(CC(=O)Nc2ccc(C(=O)O)cc2NC(=O)Cc2ccc(OC)cc2)cc1	4	1	3	18	-6	-11	-3	-0.2	-0.2	94
CC1CN(S(=O)(=O)c2ccc(Cl)c(S(=O)(=O)N3CC(C)OC(C)C3)c2)CC(C)O1 (configuration not stated)	-3	3	-4	2	0	-6	-2	0.5	-0.5	88
CCN1C(=O)[C@H]2[C@@H](c3ccc(C(F)(F)F)cc3)N[C@]3(CCCN(Cc4ccc(C(F)(F)F)cc4)C3=O)[C@H]2C1=O	-4	8	3	1	-11	-4	-7	0.0	3.2	97
CC12CCC(=O)N1C(C(=O)Nc1nnc(SCc3ccc(F)cc3)s1)CS2 (configuration not stated)	1	4	-4	2	-9	4	-2	0.2	-4.8	93
CC(C)(C)c1ccc(/C=C/C(=O)NCCCN2CCOCC2)cc1	-3	0	-4	8	-2	-10	3	0.2	-1.9	99
CC1C/C(=N/NC(=O)c2ccc(CSc3nc4ccccc4[nH]3)cc2)CC(C)(C)C1 (configuration not stated)	0	-7	22	-4	0	-3	7	-0.4	-1.1	100
CS(=O)(=O)N(CCc1ccccc1)CC(=O)N1CCCCCC1	2	x	0	4	3	-6	2	-0.1	-2.6	102
CCC(Oc1ccccc1)C(=O)Nc1nnc(C(F)(F)F)s1 (configuration not stated)	1	6	2	2	2	0	4	-0.3	-0.3	107
Cc1cc(Br)cc2c1N(C)C(=O)C2(c1ccc(O)cc1)c1ccc(O)cc1	2	-13	1	14	x	-12	1	-0.1	0.6	95
Cn1c(CC(=O)Nc2ccccc2F)nnc1SCC(=O)N1CCOCC1	3	7	-4	-2	8	3	-1	-0.1	-3.5	98
COc1ccc(OCC#CCNC(C)(C)C)cc1	0	x	0	1	6	-4	-6	-0.1	-1.3	94
COc1cccc(N2CCN(Cc3nc(N)nc(Nc4ccccc4)n3)CC2)c1	4	6	-1	-3	8	2	-1	0.1	-1.9	93
CSc1ccccc1C(=O)N1CCC2(CC1)CC(=O)c1ccccc1O2	-7	1	-1	-3	-3	-6	9	0.2	-2.4	99
O=C(COc1ncnc2ccccc12)c1ccc(Cl)cc1	0	10	-2	0	14	8	-2	0.3	-3.2	93
CCOc1ccccc1C(=O)Nc1nnc(COC)s1	-1	-8	-2	-1	7	-3	4	-0.1	-0.6	99
CC1=C(C(=O)N2CCCC(CCC(=O)NCc3ccccc3F)C2)OCCO1 (configuration not stated)	-1	-8	5	1	-5	-3	-2	-0.4	-3.2	95
O=C(O)CSc1ccn(Cc2ccccc2)c1	-1	6	-7	8	-10	-13	1	0.2	-0.6	102
CCCCn1c(N)c(N(CCOC)C(=O)COC(=O)c2cc(CCC)c(C)s2)c(=O)[nH]c1=O	-1	-10	1	2	3	0	1	0.2	-2.7	88
COC(=O)/C=C1/SC(=Nc2ccc(C)cc2C)NC1=O	2	3	0	7	-4	-2	18	0.6	0.4	96

(further entries)
molecule	N-glyco inh	Vif imaging	Exocytosis inh	MC4R antagonist	TLR9-MyD88 inh	NOD2 RIPK2 PPI	ABHD5 PLIN5 PPI	aDG glyco up	MC4R barr agon	ABCB6 inh MLPCN
Cc1ccc(N2C(=O)[C@@H]3[C@H](C2=O)C2CCCN2[C@@H]3C(=O)c2ccccc2)cc1 (some centres not stated)	x	x	17	3	0	-1	15	-0.4	-1.6	91
CCOc1ccc2c(c1)C(C)=CC(C)(C)N2C(=O)Nc1ccccc1F	4	-1	4	1	0	1	-6	0.2	-1.1	100
CCC(=O)Nc1ccc(-c2csc(NNC(C)=O)n2)cc1	1	-6	-3	3	1	9	4	-0.5	0.4	143
COc1ccccc1N1CCN(C(=O)/C=C/c2ccco2)CC1	2	0	-2	6	-7	2	5	-0.1	-2.0	98
Cc1cccc(NC(=O)c2ccccc2NC(=O)C2CCCCC2)c1C	0	4	-2	4	18	2	-3	0.0	4.4	97
CN(C(=O)c1ccc(NC(=O)Cc2ccc(NC(=O)C3CCCN(C(=O)C4CC4)C3)cc2)cc1)C1CC1 (configuration not stated)	0	-11	-4	18	-2	-11	8	0.0	0.2	109
COc1ccccc1CCC(=O)N(Cc1ccccc1)c1c(N)n(Cc2ccccc2)c(=O)[nH]c1=O	-2	x	31	7	0	-5	-4	-0.3	-1.8	97

Screening results as filed in PubChem.
